# Growth percent in the NCI-60 one-dose screen (48 h, 10 µM unless noted): 100 = growth as untreated, 0 = no growth, -100 = all killed.
# SNB-19 = SNB-19 CNS cancer cells; hit rate 2.5% among 81,000
# KM12 = KM12 colon cancer cells | AID 1794800 | hit rate 5% among 82,000
# HCT-116 = HCT-116 colon cancer; hit rate 7.3% among 82,000
# HCC-2998 = HCC-2998 colon cancer. hit rate 4.7% among 79,000. AID 1794799
# HCT-15 = HCT-15 colon cancer. hit rate 5.2% among 82,000
# SNB-75 = SNB-75 CNS cancer; hit rate 5% among 79,000
# SW-620 = SW-620 colon cancer; hit rate 5.2% among 82,000; AID 1794795
# COLO 205 = COLO 205 colon cancer. hit rate 7.3% among 79,000. AID 1794742
# HT29 = HT29 colon cancer; AID 1794748; hit rate 7.4% among 81,000
# Active calls of the source: *; . = not tested or not shown; & = joins results of further samples. The calls were made as follows: active = growth percent below 10; inactive = the rest.
No.	Compound	SNB-19	KM12	HCT-116	HCC-2998	HCT-15
1	Cc1ccccc1-c1cc(-c2ccc(Br)s2)[nH]c(=O)c1C#N	103	105	93	104	99
2	C=CCON(CC=C)C(=O)O	94	101	103	105	111
3	Cn1ccnc1C(=O)/C=C/c1ccc(NC(=O)Nc2ccccc2)cc1	22	1.0*	3.5*	-22*	12
4	COc1cc(C2OC(CCC(=O)c3nc4ccc([N+](=O)[O-])cc4[nH]3)=NN2C(C)=O)cc(OC)c1OC (centres undefined)	102	101	.	87	101
5	COc1ccc(C2=C(c3cc(OC)c(OC)c(OC)c3)C(=O)CC2)cc1	35	5.5*	6.4*	-11*	24
6	CC(C)(CCl)c1ccc(C(C)(C)CCl)cc1	99	107	99	113	103
7	O=C1c2cccc3cccc(c23)C(=O)N1c1ccc([N+](=O)[O-])cc1[N+](=O)[O-]	107	110	112	101	113
8	CC1CCN(Cc2cn(CC(=O)Nc3ccc4c(ccn4C)c3)nn2)CC1	98	105	103	110	108
9	O=C(COc1ccc(/C=C2\Cc3ccccc3C2=O)cc1)c1ccc(Cl)cc1	96	107	78	82	96
10	Clc1ccc2c(c1)NC1(CCSc3ccccc31)n1nccc1-2 (centres undefined)	102	102	89	97	98
11	CCOC(=O)C1=C(C)n2nc(CC#N)c(C#N)c2NC1c1ccc(F)cc1 (centres undefined)	106	93	99	94	95
12	COP(C)(=O)c1ccc(N(C)C)cc1 (centres undefined)	118	104	96	104	92
13	CCc1ccc(-c2ccc(N(C)Cc3ccccc3)nn2)cc1S(N)(=O)=O	106	96	95	112	97
14	CCn1c(=S)[nH]c2c(=O)n(C)c(=O)n(C)c21	100	111	93	.	101
15	NC(=O)CS	.	108	99	129	98

No.	SNB-75	SW-620	COLO 205	HT29
1	92	108	.	112
2	70	110	95	108
3	17	2.2*	11	3.3*
4	93	93	107	127
5	.	19	-28*	-5.4*
6	108	99	107	100
7	87	101	102	112
8	99	104	119	106
9	94	107	117	109
10	95	102	114	91
11	96	108	106	107
12	77	104	115	108
13	68	104	111	90
14	96	112	116	112
15	101	100	114	107

# The listing continues:
No.	Compound	SNB-19	KM12	HCT-116	HCC-2998	HCT-15
16	CN(C)c1ccc(/C=C/c2nc3ccccc3c(=O)n2CC(=O)Nc2ccccc2)cc1	63	76	31	58	52
17	CCCn1c(=C(C#N)C#N)s/c(=C(/N)O)c1=N	97	99	108	105	88
18	COc1ccc(-c2cn(-c3ccccc3)c(-c3ccccc3)n2)cc1OC	117	-3.9*	20	59	17
19	NC(N)=Nc1ccc(Oc2ccc(Nc3ccc(Cl)c(C(F)(F)F)c3)cc2)cc1	3.0*	5.9*	11	1.2*	37
20	N=c1c2c(=N)n3c(nc2nc2sc4cc(Cl)ccc4n12)sc1cc(Cl)c(Cl)cc13	95	112	98	104	109
21	Cc1cc(C)n2nc(NC(=O)c3ccccc3)c(C#N)c2n1	101	102	102	112	107
22	COc1cc(C(=O)N/N=C/c2cccc([N+](=O)[O-])c2)cc(OC)c1OC	70	19	24	53	52
23	COc1ccc(-c2csc(NC(=O)CSc3nc(-c4ccc(OC)cc4)c(C#N)c(=O)[nH]3)n2)cc1	98	100	98	101	96
24	COc1ccc(/C=C2/C=C(c3ccc(F)cc3)N(Cc3ccccc3)C2=O)cc1	68	83	33	95	38
25	CCCCOC(=O)C1CC2CC1C1OC21 (centres undefined)	88	110	107	101	101
26	O/N=C1/CCCC2CCCCC12 (centres undefined)	100	118	103	104	107
27	O=C1c2ccccc2C23C(=C(Br)c4ccc(F)cc42)CCCN13 (centres undefined)	104	103	105	134	94
28	COc1ccc(/C=C2/SC(=S)NC2=O)cc1OCc1cn(-c2ccc(S(=O)(=O)Nc3nccs3)cc2)nn1	104	101	106	105	108
29	CC(C)=CCC[C@](C)(O)[C@H]1CC[C@]2(C)[C@@H]1CC[C@@H]1[C@@]3(C)CC[C@H](N)C(C)(C)[C@@H]3CC[C@]12C	81	49	-28*	63	20
30	COc1ccc(C(=S)N2CCN(c3ccccc3C)CC2)cc1	103	116	94	66	88

No.	SNB-75	SW-620	COLO 205	HT29
16	63	58	70	64
17	93	102	124	111
18	96	5.7*	.	19
19	95	26	20	14
20	83	129	113	111
21	66	107	111	113
22	29	24	30	.
23	95	103	110	99
24	80	68	93	77
25	106	103	99	110
26	94	109	113	123
27	98	106	114	104
28	87	102	120	107
29	87	8.7*	-31*	60
30	82	110	.	96

# Continued.
No.	Compound	SNB-19	KM12	HCT-116	HCC-2998	HCT-15
31	COc1cc(C(=O)Nc2nc(-c3ccc(Cl)cc3)cs2)cc(OC)c1OC	113	110	98	107	100
32	c1ccc([P+](CCCc2n(Cc3ccc4ccccc4c3)c3ccccc3[n+]2Cc2ccc3ccccc3c2)(c2ccccc2)c2ccccc2)cc1	39	32	24	54	86
33	O=c1c2sc3nc4c(cc3c2nnn1-c1ccccc1Cl)CCCC4	86	102	88	102	61
34	Cc1c(C(N)=O)sc2c1c(=O)n(Cc1ccccc1)c1nnc(SCc3ccccc3)n21	101	93	94	93	92
35	Cc1cc(C)c(S(=O)(=O)N2CCN(c3cc4c(cc3F)c(=O)c(C(=O)O)cn4C3CC3)CC2)c(C)c1	66	61	32	48	55
36	O=CNCC1(c2ccccc2)CCN(Cc2ccccc2)CC1	108	105	94	113	89
37	O=c1c2c(c(=O)n1O)c1c3ccc[nH]c3nc1c1nc3[nH]cccc3c12	71	97	73	85	97
38	COCCn1cc(-c2nc(-c3ccsc3)cs2)c2cc(Br)ccc21	106	73	81	95	61
39	COCCCNCC(=O)Nc1cccc(Cl)c1C	105	112	93	98	95
40	CCC(C)NC(=O)CC(C)C (centres undefined)	102	100	105	107	113
41	CCn1cc(-c2[nH]c(=S)ncc2-c2ccc(Cl)cc2)c(-c2ccc(Br)cc2)n1	76	94	73	99	85
42	NC(=O)c1ccc[n+](Cc2c(Cl)cccc2Cl)c1	95&119	102&116	94&116	97&105	103&116
43	C/C(=N\NC(=O)c1sc(=S)n(C)c1N)c1ccco1	88	101	106	.	101
44	CN(C)C/C=C/C(=O)Nc1cc2c(Nc3cccc(Cl)c3F)ncnc2cc1OCCOC(F)F	57	81	26	68	22
45	c1ccc(-c2n[nH]c3c2[C@H](c2ccccc2)N(c2ccccc2)OC3)cc1	94	86	84	115	95

No.	SNB-75	SW-620	COLO 205	HT29
31	95	103	107	108
32	91	35	45	24
33	105	99	107	81
34	75	109	121	99
35	37	80	58	28
36	122	110	120	106
37	87	62	95	90
38	93	89	86	59
39	97	99	103	99
40	108	102	109	111
41	99	103	94	92
42	82&98	120&107	129&138	107&123
43	98	103	108	100
44	1.4*	31	57	18
45	79	94	95	95

# Going on with the list.
No.	Compound	SNB-19	KM12	HCT-116	HCC-2998	HCT-15
46	O=S(=O)(NCCNc1nccc(-c2c(-c3ccc(F)c(O)c3)nc3occn23)n1)c1ccc(Cl)cc1	101	84	61	102	99
47	CC1=C([Se]CC(OC(=O)CC[Se]c2ccccc2)C(=O)NC(C)(C)C)C(=O)c2ccccc2C1=O (centres undefined)	-88*	-92*	-62*	-87*	4.4*
48	CC1Cc2ccccc2O1 (centres undefined)	117	107	112	86	99
49	COc1ccccc1NCc1ccc(CO)n1-c1ccc(C)cc1	95	105	80	114	97
50	O=C1/C(=C/c2ccccc2)CN(CCC(=O)N2C/C(=C\c3ccccc3)C(=O)/C(=C/c3ccccc3)C2)C/C1=C\c1ccccc1	53	10	-61*	27	19
51	Nc1nc(-c2ccccc2Br)nn1-c1nc2ccccc2s1	97	101	103	110	97
52	Cn1c(SCC(=O)c2cccs2)nc2ccccc2c1=O	102	99	94	.	91
53	O=C(N/N=C\c1cccc2ccccc12)C(=O)N/N=C/c1cccc2ccccc12	90	35	52	99	85
54	N#CCc1nc2c3c4c(sc3ncn2n1)CCCC4	97	103	91	105	93
55	O=C1C=CC(=O)C(SCC(O)CO)=C1 (centres undefined)	108	103	106	120	98
56	CNCCNc1nc2ccccc2c2c(=O)c3cc(F)ccc3oc12	58	42	27	71	49
57	Clc1cccc(Cl)c1C(Nc1nc2ccccc2s1)Nc1nc2ccccc2s1	99	99	99	117	84
58	CC1CCCc2c1nc(N)c(C#N)c2-c1ccc(Cl)cc1 (centres undefined)	79	101	94	111	99
59	COc1ccccc1/C=C1\Cc2ccccc2C1=O	78	91	74	92	87
60	c1ccc(CCc2cccnc2)cc1	96	107	110	102	106

No.	SNB-75	SW-620	COLO 205	HT29
46	85	112	68	92
47	-89*	-77*	-90*	5.3*
48	105	111	110	.
49	80	109	120	102
50	.	7.1*	82	-14*
51	97	104	110	101
52	89	100	111	106
53	88	63	103	103
54	87	108	94	95
55	88	108	108	106
56	57	34	.	25
57	81	106	114	108
58	73	106	111	94
59	86	90	115	92
60	94	107	113	111

# A second format for 18 compounds above:
40: CCC(C)NC(=O)CC(C)C (centres undefined)
41: CCn1cc(-c2[nH]c(=S)ncc2-c2ccc(Cl)cc2)c(-c2ccc(Br)cc2)n1
42: NC(=O)c1ccc[n+](Cc2c(Cl)cccc2Cl)c1
43: C/C(=N\NC(=O)c1sc(=S)n(C)c1N)c1ccco1
44: CN(C)C/C=C/C(=O)Nc1cc2c(Nc3cccc(Cl)c3F)ncnc2cc1OCCOC(F)F
45: c1ccc(-c2n[nH]c3c2[C@H](c2ccccc2)N(c2ccccc2)OC3)cc1
46: O=S(=O)(NCCNc1nccc(-c2c(-c3ccc(F)c(O)c3)nc3occn23)n1)c1ccc(Cl)cc1
47: CC1=C([Se]CC(OC(=O)CC[Se]c2ccccc2)C(=O)NC(C)(C)C)C(=O)c2ccccc2C1=O (centres undefined)
48: CC1Cc2ccccc2O1 (centres undefined)
49: COc1ccccc1NCc1ccc(CO)n1-c1ccc(C)cc1
Compound	40	41	42	43	44	45	46	47	48	49
SNB-19	102	76	95&119	88	57	94	101	-88*	117	95
KM12	100	94	102&116	101	81	86	84	-92*	107	105
HCT-116	105	73	94&116	106	26	84	61	-62*	112	80
HCC-2998	107	99	97&105	.	68	115	102	-87*	86	114
HCT-15	113	85	103&116	101	22	95	99	4.4*	99	97
SNB-75	108	99	82&98	98	1.4*	79	85	-89*	105	80
SW-620	102	103	120&107	103	31	94	112	-77*	111	109
COLO 205	109	94	129&138	108	57	95	68	-90*	110	120
HT29	111	92	107&123	100	18	95	92	5.3*	.	102

50: O=C1/C(=C/c2ccccc2)CN(CCC(=O)N2C/C(=C\c3ccccc3)C(=O)/C(=C/c3ccccc3)C2)C/C1=C\c1ccccc1
51: Nc1nc(-c2ccccc2Br)nn1-c1nc2ccccc2s1
52: Cn1c(SCC(=O)c2cccs2)nc2ccccc2c1=O
53: O=C(N/N=C\c1cccc2ccccc12)C(=O)N/N=C/c1cccc2ccccc12
54: N#CCc1nc2c3c4c(sc3ncn2n1)CCCC4
55: O=C1C=CC(=O)C(SCC(O)CO)=C1 (centres undefined)
56: CNCCNc1nc2ccccc2c2c(=O)c3cc(F)ccc3oc12
57: Clc1cccc(Cl)c1C(Nc1nc2ccccc2s1)Nc1nc2ccccc2s1
Compound	50	51	52	53	54	55	56	57
SNB-19	53	97	102	90	97	108	58	99
KM12	10	101	99	35	103	103	42	99
HCT-116	-61*	103	94	52	91	106	27	99
HCC-2998	27	110	.	99	105	120	71	117
HCT-15	19	97	91	85	93	98	49	84
SNB-75	.	97	89	88	87	88	57	81
SW-620	7.1*	104	100	63	108	108	34	106
COLO 205	82	110	111	103	94	108	.	114
HT29	-14*	101	106	103	95	106	25	108

# Next part:
No.	Compound	SNB-19	KM12	HCT-116	HCC-2998	HCT-15
61	Nc1c(Cl)cc(Cl)cc1[N+](=O)[O-]	100	108	95	117	100
62	Cc1ccc(-c2cc3nc(C(Cl)Cl)nc(C)n3n2)cc1	104	99	108	115	109
63	C=CCC(=S)NNC(=O)c1ccncc1	103	99	100	102	97
64	COc1cc(C2=Nc3c(N)nc(N)nc3NC(c3cccc(Nc4ccnc5cc(Cl)ccc45)c3)C2)cc(OC)c1OC (centres undefined)	94	86	84	107	87
65	COc1cc2c(cc1I)-c1c(cc(OC)c(OC)c1OC)CC[C@@H]2NC(C)=O	28	7.6*	6.6*	0.4*	9.3*
66	O=c1oc2ccccc2cc1-c1csc(N2N=C(c3ccccc3)CC2c2ccc(Cl)cc2)n1 (centres undefined)	110	114	95	120	99
67	CC1=NN(c2ccc(Cl)cc2)CC1(C)N=O (centres undefined)	98	99	31	102	27
68	NNC(=O)c1ccccc1F	97	107	101	113	109
69	Nc1cc(Cl)c2[nH]cnc2n1	104	89	84	75	78
70	N#CC1=C(N)Oc2c(cnn2-c2ccc([N+](=O)[O-])cc2[N+](=O)[O-])C1c1ccc(N2CCCCC2)cc1 (centres undefined)	88	92	79	98	71
71	O=C(CSc1nc2sc3c(c2c(=O)n1-c1ccc(Cl)cc1)CCCC3)N/N=C/c1ccc(Br)cc1	100	97	79	103	77
72	COc1ccc(C(=O)/C=C/c2c(-c3ccc(F)cc3)nc3sccn23)cc1OC	94	90	84	95	105

No.	SNB-75	SW-620	COLO 205	HT29
61	106	111	113	96
62	129	107	115	104
63	95	100	120	100
64	78	96	97	86
65	28	10	-53*	4.2*
66	97	107	135	104
67	76	44	67	28
68	91	102	110	101
69	96	124	133	89
70	60	94	102	63
71	99	64	109	89
72	63	92	112	94

# Assay outcomes (PubChem)
